tim10-1 inh – growth inhibitors of tim10-1 mutant yeast, primary screen, luminescence, uHTS | S. cerevisiae tim10-1 ts strain growth, BacTiter-Glo, 24 h | inhibition, % at 20 µM | hit rate 2.2% among 330,000 | AID 463190, 2010;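 active = inhibition of at least 40%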;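 note: mutant grown at 25 °C; 0% = DMSO wells with yeast and 100% = wells holding no yeast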
697 NFkB inh – inhibitors of PMA/ionomycin-induced NF-kB reporter, 697 cells, primary screen, B-cell NF-kB inhibitor project, cell-based, luminescence, uHTS. 697 B-cell NF-kB luciferase reporter, 16 h. AID 435022, 2010. hit rate 0.33% among 330,000. inhibition, % at 4 µM; in the data active = inhibition above about 35%
Mdm2-MdmX inh – inhibitors of human Mdm2-MdmX association, primary screen, cell-based, luminescence, split luciferase, SaOS-2, uHTS; Protein Mdm4 (Homo sapiens) + E3 ubiquitin-protein ligase Mdm2 (Homo sapiens), …; SaOS-2 split-luciferase Mdm2/MdmX complementation; inhibition, % at 8 µM; hit rate 3% among 330,000;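 active = inhibition of at least 50% at 8 µM in the primary screen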
Target sequence (O15151 whole entry, looked up): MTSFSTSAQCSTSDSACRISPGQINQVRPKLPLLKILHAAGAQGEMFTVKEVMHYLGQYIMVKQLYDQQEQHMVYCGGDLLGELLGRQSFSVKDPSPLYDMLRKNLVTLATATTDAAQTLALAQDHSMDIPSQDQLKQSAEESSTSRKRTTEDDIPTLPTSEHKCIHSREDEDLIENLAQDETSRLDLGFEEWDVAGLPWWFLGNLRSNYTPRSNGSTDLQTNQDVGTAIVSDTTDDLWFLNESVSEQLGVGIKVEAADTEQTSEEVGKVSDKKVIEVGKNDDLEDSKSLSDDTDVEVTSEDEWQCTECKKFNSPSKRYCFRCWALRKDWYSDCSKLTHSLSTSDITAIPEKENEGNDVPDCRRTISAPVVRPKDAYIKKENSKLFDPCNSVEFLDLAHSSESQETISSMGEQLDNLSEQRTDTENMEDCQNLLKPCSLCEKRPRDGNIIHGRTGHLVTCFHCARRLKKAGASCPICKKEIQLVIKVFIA
Target sequence (Q00987 whole entry, looked up): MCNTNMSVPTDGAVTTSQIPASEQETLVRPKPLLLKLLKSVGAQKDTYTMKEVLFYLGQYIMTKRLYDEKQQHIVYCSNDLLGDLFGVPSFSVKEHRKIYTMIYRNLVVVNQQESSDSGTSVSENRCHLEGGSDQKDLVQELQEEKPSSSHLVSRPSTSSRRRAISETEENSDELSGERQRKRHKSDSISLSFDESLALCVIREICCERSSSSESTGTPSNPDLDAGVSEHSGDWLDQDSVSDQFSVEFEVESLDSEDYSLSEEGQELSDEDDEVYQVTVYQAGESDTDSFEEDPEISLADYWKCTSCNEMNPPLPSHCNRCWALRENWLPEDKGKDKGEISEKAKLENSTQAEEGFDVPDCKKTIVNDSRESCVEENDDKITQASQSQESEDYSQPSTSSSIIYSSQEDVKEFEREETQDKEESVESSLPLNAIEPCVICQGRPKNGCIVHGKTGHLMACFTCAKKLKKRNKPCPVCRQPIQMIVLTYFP
UPR XBP1 act – activators of adaptive XBP1 UPR arm, primary screen, cell-based, CHO-XBP1 luciferase reporter, luminescence, uHTS | activation, % at 20 µM | hit rate 0.33% among 330,000 | IRE1-XBP1 UPR activation; percent of tunicamycin response, DMSO as zero;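 active = versus positive control, 20 µM dose yields 30% or more activation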;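 note: 100% = tunicamycin at 10 µg/mL and 0% = DMSO only wells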
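Material: CHO-XBP1 cells stably carrying IRE1-XBP1-driven luciferase reporter | Medium: F12 with 10% serum | Compound dosing: 20 µM single concentration, DMSO 1% | Incubation: Overnight seeding at 37 °C, 6 h compound treatment at 37 °C | Detection: Steady-Glo luminescence read | Read-out basis: % activation of reporter signal versus tunicamycin and DMSO controls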
tim23-1 inh – growth inhibitors of tim23-1 mutant yeast, primary screen, luminescence, uHTS; S. cerevisiae tim23-1 growth, BacTiter-Glo luminescence, 24 h; inhibition, % at 20 µM; hit rate 1.3% among 330,000;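 active = growth inhibition of the mutant yeast at or above 50%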;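 note: temperature-sensitive mutant grown at 25 °C; plate controls were DMSO-treated mutant yeast for no effect and medium wells lacking yeast for full effect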
Jurkat NFkB inh – inhibitors of induced NF-kB luciferase reporter, primary screen, TCR NF-kB activation inhibitor project, cell-based, luminescence, uHTS. Jurkat, PMA/ionomycin-induced NF-kB luciferase reporter. inhibition, % at 4 µM. hit rate 0.53% among 330,000; in the data active = inhibition above about 50%
TIM10 inh – growth inhibitors of isogenic TIM10 control yeast, primary screen, counter-screen for tim10-1 yeast inhibitor project, luminescence, uHTS; hit rate 1.4% among 330,000; S. cerevisiae TIM10 strain growth, BacTiter-Glo luminescence, 24 h; inhibition, % at 10 µM;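 active = inhibition of 40% or more at the single tested concentration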;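 note: wild-type TIM10 isogenic control strain grown at permissive 25 °C; 0% = DMSO yeast wells and 100% = minimal medium wells without yeast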
UPR CHOP act – activators of apoptotic CHOP UPR arm, primary screen, cell-based, CHO-CHOP luciferase reporter, luminescence, uHTS | hit rate 0.34% among 330,000 | activation, % at 10 µM | UPR activation; percent of tunicamycin response over DMSO baseline;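 active = at 10 µM dose, activation of 40% or more, normalized to positive control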;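 note: 100% = tunicamycin at 10 µg/mL and 0% = DMSO alone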
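System: CHO-CHOP luciferase reporter cell line | Buffer or medium: F12 medium containing 10% fetal bovine serum | Doses: One dose, 10 µM in 0.5% DMSO | Times: 6 h compound exposure at 37 °C after overnight seeding | Signal: Luciferase luminescence | Read-out: % activation vs tunicamycin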
An asterisk follows results filed as active. An unsorted share of the library. About 6.6% of those tested had a hit in this group.

#1 O=C(Cc1ccc(F)cc1)Nc1nccs1
#2 c1ccc(-c2nnc(N3CCN(c4ccccn4)CC3)c3ccccc23)cc1
#3 C#CCn1c(CCNC(=O)c2ccco2)nc2ccccc21
#4 COc1cccc(CC2(CO)CCCN(Cc3cc(F)ccc3-n3cccn3)C2)c1 (stereo not drawn)
#5 OCC1(CC2CCCCO2)CCN(C/C=C/c2ccccc2)CC1 (stereo not drawn)
#6 COc1ccc(OC)c(C2Nc3c(Cl)ccc(C(=O)O)c3C3C=CCC32)c1 (stereo not drawn)
Screen / compound no.	1	2	3	4	5	6
tim10-1 inh	-8	52*	5	32	-9	21
697 NFkB inh	-1	5	10	-10	16	5
Mdm2-MdmX inh	-14	31	-5	15	8	9
UPR XBP1 act	-1	0	0	-4	-2	-4
tim23-1 inh	-1	33	18	16	0	23
Jurkat NFkB inh	3	-2	-2	16	12	2
TIM10 inh	5	41*	9	-7	-10	9
UPR CHOP act	1.6	3.4	1.3	-0.7	-1.4	-0.9

#7 C/C(=N\NC(=O)c1cccs1)c1ccc2ccccc2c1
#8 O=C(Cc1ccc(Br)cc1)NCCc1ccc(F)cc1
#9 Cn1nnnc1SCCNCC#Cc1ccccc1
#10 COc1cccc2cc(C(=O)N3CCN(c4ccc(C)cc4C)CC3)c(=O)oc12
#11 CC(C)(C)C(=O)OCCNc1nc(-c2ccccc2)nc2ccccc12
#12 C[n+]1cnc(-c2ccccc2)cc1-c1ccccc1
Screen / compound no.	7	8	9	10	11	12
tim10-1 inh	-16	-16	2	30	32	0
697 NFkB inh	-61	-7	7	-8	-8	9
Mdm2-MdmX inh	-15	12	19	4	1	-52
UPR XBP1 act	0	-3	-2	-2	-3	0
tim23-1 inh	-3	-2	6	33	36	-18
Jurkat NFkB inh	-56	13	4	9	-3	-5
TIM10 inh	-10	-31	-15	12	23	-21
UPR CHOP act	0.4	-0.1	-1.1	1.5	0.7	2.6

#13 COc1ccc2nc(Nc3nc(CSc4ccc(C)cc4)cc(=O)[nH]3)nc(C)c2c1
#14 O=C(Nc1nc(-c2cccs2)cs1)c1ccc(Cl)cc1
#15 Cc1cc(=O)c2ccc3ccccc3c2[nH]1
#16 C=CCn1c(SCC(=O)Nc2cc(C)c(Cl)cc2OC)nnc1-c1ccco1
#17 O=C(NCc1ccc(F)cc1)c1cc2ccccn2n1
#18 CN(Cc1ccccc1)C(=O)c1cccc(NC(=O)Cc2cccc([N+](=O)[O-])c2)c1
Screen / compound no.	13	14	15	16	17	18
tim10-1 inh	-3	-4	-1	31	-2	17
697 NFkB inh	1	-44	-46	-4	8	8
Mdm2-MdmX inh	46	1	31	35	21	24
UPR XBP1 act	5	5	1	2	0	-1
tim23-1 inh	-6	40	15	36	2	28
Jurkat NFkB inh	29	-38	-7	9	8	9
TIM10 inh	15	8	15	8	-12	9
UPR CHOP act	-0.3	3.6	-0.8	-0.5	0.1	0.0

#19 CCN(CC)S(=O)(=O)c1ccc(C(=O)NNC(=O)C2CCN(S(=O)(=O)c3ccc(Cl)cc3)CC2)cc1
#20 NC(=O)CN1CCN(CCN2C(=O)c3cccc4cccc(c34)C2=O)CC1
#21 CC1N(O)C(C)(C)C(c2ccccc2)=[N+]1[O-] (stereo not drawn)
#22 Cc1nnc2ccc(-c3cccc(NC(=O)Cc4cccs4)c3)nn12
#23 COc1ccc2oc(C(=O)N3CCc4ccccc43)c(C)c2c1
#24 COc1ccc(C(=O)c2c3ccc([N+](=O)[O-])cc3[n+]([O-])n2CCCN)cc1
Screen / compound no.	19	20	21	22	23	24
tim10-1 inh	10	-2	3	-2	8	2
697 NFkB inh	13	15	-18	14	-383	-220
Mdm2-MdmX inh	15	21	-4	27	-96	23
UPR XBP1 act	-3	-5	0	0	-10	-1
tim23-1 inh	-6	-3	-2	-8	17	9
Jurkat NFkB inh	12	13	-12	-25	-226	-3
TIM10 inh	7	2	-6	0	12	-6
UPR CHOP act	1.0	1.2	-0.3	-1.9	-1.1	-0.1

#25 CCOC(=O)c1cnn(-c2ccc([N+](=O)[O-])cc2)c1N
#26 N=C1CCCN1CC(=O)c1ccc(Br)cc1
#27 O=C(NC1CCCCC1)c1ccc(CS(=O)Cc2ccc(Cl)cc2)o1 (stereo not drawn)
#28 CCN(CC)S(=O)(=O)c1cccc(-c2nnc(SCCCC(=O)c3ccc(F)cc3)o2)c1
#29 O=C(O)c1cscn1
#30 COc1ccnc(Oc2ccc(C)cc2)c1C#N
Screen / compound no.	25	26	27	28	29	30
tim10-1 inh	-12	3	19	13	13	15
697 NFkB inh	0	-28	-12	-41	0	-24
Mdm2-MdmX inh	1	-8	3	28	2	-1
UPR XBP1 act	2	4	-4	-2	-3	-2
tim23-1 inh	12	5	15	3	10	10
Jurkat NFkB inh	-15	-18	2	7	3	-29
TIM10 inh	2	-8	-2	4	-11	-1
UPR CHOP act	3.4	3.1	1.0	1.4	0.5	4.6

#31 COc1cc(CCC(=O)NCCc2ccc(F)cc2)cc(OC)c1OC
#32 O=C(COc1ccccc1)NCCn1ccc2ccccc21
#33 Cn1c(=O)c2c(nc(SCCN3CCOCC3)n2Cc2ccccc2)n(C)c1=O
#34 O=C(CSc1nnnn1-c1ccc2c(c1)OCCO2)Nc1nc2c(s1)CCCC2
#35 O=C(CCc1nc(-c2ccc(Cl)cc2)no1)NCc1ccccc1CN1CCOCC1
#36 Cc1cc(C)cc(C(=O)N(C)C2CCCN(Cc3ccccc3F)C2)c1 (stereo not drawn)
Screen / compound no.	31	32	33	34	35	36
tim10-1 inh	14	-2	12	-13	16	19
697 NFkB inh	-10	5	-2	-1	-16	6
Mdm2-MdmX inh	20	-1	14	13	-9	4
UPR XBP1 act	0	-3	0	-3	0	1
tim23-1 inh	1	16	19	-18	28	0
Jurkat NFkB inh	10	-3	5	-24	6	10
TIM10 inh	4	4	3	-7	10	4
UPR CHOP act	-0.9	-1.7	3.8	-1.8	-2.2	-0.9

#37 NC(=O)CC(NC(=O)Cc1cccc2ccccc12)c1ccc(NCc2ccc(F)c(F)c2)c([N+](=O)[O-])c1 (stereo not drawn)
#38 O=C(NC(=O)N1CCCCC1)c1ccccc1
#39 COc1ccc2c(c1)OC[C@H]1[C@H]2N2C(=O)c3ccccc3NC(=O)[C@@]2(C)[C@H]1c1ccccc1
#40 Cc1cc(C)c(NC(=O)CN(C)C(=O)c2ccc(OCc3ccccc3)cc2)c(C)c1
#41 CC(C)n1nc(C(=O)OCC(=O)c2c[nH]c3ccccc23)c2ccccc2c1=O
#42 CC1(C)NC(=O)N(CC(O)COC2CCCCC2)C1=O (stereo not drawn)
Screen / compound no.	37	38	39	40	41	42
tim10-1 inh	8	7	16	3	14	9
697 NFkB inh	0	10	6	-21	6	14
Mdm2-MdmX inh	-26	11	50*	1	10	-9
UPR XBP1 act	-4	3	-4	-1	4	1
tim23-1 inh	12	8	34	17	5	1
Jurkat NFkB inh	10	-3	9	-13	-1	-3
TIM10 inh	0	4	22	12	9	2
UPR CHOP act	0.3	-0.4	1.2	1.4	1.0	1.1

#43 COc1cc(C(=O)COC(=O)C2CCCCC2)cc(OC)c1OC
#44 c1cnc2c(c1)ncc1cscc12
#45 CCOc1ccccc1N1CC(C(=O)NCCOc2ccccc2OC)CC1=O (stereo not drawn)
#46 Cc1ccc(S(=O)(=O)N/N=C/C(C)(C)CO)cc1
#47 CC(C)(O)CNC(=O)Nc1ccc(Cl)c(Cl)c1
#48 CN(C/C(O)=C(\C#N)c1ccccc1)C1CCCCC1
Screen / compound no.	43	44	45	46	47	48
tim10-1 inh	13	6	-28	-23	-5	23
697 NFkB inh	-3	10	-6	19	5	5
Mdm2-MdmX inh	25	26	3	19	-10	27
UPR XBP1 act	2	2	-5	-4	0	-4
tim23-1 inh	34	3	-17	-11	6	18
Jurkat NFkB inh	3	12	4	-7	-7	0
TIM10 inh	10	3	-10	-17	-18	3
UPR CHOP act	0.8	-0.2	0.6	-2.0	-0.9	0.1

#49 Cc1ccccc1-c1cc(C(=O)n2cccn2)c2cc(Cl)ccc2n1
#50 COc1cccc(OCCNS(=O)(=O)c2ccccc2[N+](=O)[O-])c1
#51 COc1ccc([C@H]2CC(=O)C=C(/C=C/c3ccc(Cl)cc3)C2)cc1
#52 COC(=O)CCC(=O)NN1C(=O)c2ccccc2C1=O
#53 O=C(CSc1nc2nn(-c3ccccc3)c(=O)c-2c2n1CCCCC2)Nc1ccccc1[N+](=O)[O-]
#54 COc1ccc(C(NC(=O)c2ccco2)c2ccc(OC)c(OC)c2)cc1 (stereo not drawn)
Screen / compound no.	49	50	51	52	53	54
tim10-1 inh	15	4	21	3	24	4
697 NFkB inh	-2	-10	-11	-5	12	12
Mdm2-MdmX inh	13	-26	-88	-2	13	5
UPR XBP1 act	1	3	3	-2	-4	-1
tim23-1 inh	18	25	32	2	22	1
Jurkat NFkB inh	5	-3	-14	-5	-5	-15
TIM10 inh	21	12	19	-12	15	-8
UPR CHOP act	-0.5	-0.3	1.1	0.1	6.2	1.9

Nine structures out of the list, ordered by length of the SMILES, falling.
#53 O=C(CSc1nc2nn(-c3ccccc3)c(=O)c-2c2n1CCCCC2)Nc1ccccc1[N+](=O)[O-]
#51 COc1ccc([C@H]2CC(=O)C=C(/C=C/c3ccc(Cl)cc3)C2)cc1
#50 COc1cccc(OCCNS(=O)(=O)c2ccccc2[N+](=O)[O-])c1
#54 COc1ccc(C(NC(=O)c2ccco2)c2ccc(OC)c(OC)c2)cc1 (stereo not drawn)
#45 CCOc1ccccc1N1CC(C(=O)NCCOc2ccccc2OC)CC1=O (stereo not drawn)
#43 COc1cc(C(=O)COC(=O)C2CCCCC2)cc(OC)c1OC
#52 COC(=O)CCC(=O)NN1C(=O)c2ccccc2C1=O
#47 CC(C)(O)CNC(=O)Nc1ccc(Cl)c(Cl)c1
Screen / compound no.	53	51	50	54	45	43	52	47
tim10-1 inh	24	21	4	4	-28	13	3	-5
697 NFkB inh	12	-11	-10	12	-6	-3	-5	5
Mdm2-MdmX inh	13	-88	-26	5	3	25	-2	-10
UPR XBP1 act	-4	3	3	-1	-5	2	-2	0
tim23-1 inh	22	32	25	1	-17	34	2	6
Jurkat NFkB inh	-5	-14	-3	-15	4	3	-5	-7
TIM10 inh	15	19	12	-8	-10	10	-12	-18
UPR CHOP act	6.2	1.1	-0.3	1.9	0.6	0.8	0.1	-0.9

#44 c1cnc2c(c1)ncc1cscc12
Screen / compound no.	44
tim10-1 inh	6
697 NFkB inh	10
Mdm2-MdmX inh	26
UPR XBP1 act	2
tim23-1 inh	3
Jurkat NFkB inh	12
TIM10 inh	3
UPR CHOP act	-0.2

The listing continues.
#55 O=C(CNS(=O)(=O)c1ccc(F)c(Cl)c1)NCCc1ccccc1
#56 c1ccc2c(N3CCCCC3)ncnc2c1
#57 Oc1ccc(N=Nc2ccc3c(c2)OCCO3)c(O)c1
#58 CCOC(=O)C(CC)(CC)C(=O)/C=C/c1ccc(Br)cc1
#59 COc1cccc2cc(-c3cc(=O)oc4ccc(O)cc34)oc12
#60 COc1ccc2oc(C(=O)OCC(=O)Nc3ccc(N4CCOCC4)cc3)c(C)c2c1
Screen / compound no.	55	56	57	58	59	60
tim10-1 inh	-1	6	31	11	9	-21
697 NFkB inh	3	-21	-128	-162	-15	-13
Mdm2-MdmX inh	13	45	-76	71*	16	26
UPR XBP1 act	-4	-3	-3	6	2	1
tim23-1 inh	-11	10	36	23	3	-20
Jurkat NFkB inh	-6	-3	-30	-9	10	-8
TIM10 inh	-5	2	17	0	12	-18
UPR CHOP act	0.2	-1.8	-5.6	0.1	0.6	2.3

Source: PubChem
